Screening results (PubChem)
Pol kappa inh = qHTS for Inhibitors of Polymerase Kappa; DNA polymerase kappa (Homo sapiens), Q9UBT6; purified Pol kappa, fluorescent DNA synthesis assay, 10 min; 400,000 tested, 0.53% active; Potency, µM (series often up to 107 µM), without a hit: at the top dose activity, negative = inhibition, most hits filed as inhibitors; also: potency is read from the fitted curve at half-maximal effect; % is scaled to controls: 0 for no effect and ±100 for the full control effect
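Fluorescent qHTS in 1536-well format: enzyme (10 nM) and compound sat 15 min at room temperature before 50 nM substrate (final) was added. Signal taken at 0 and 10 min; no-enzyme buffer wells were negative controls.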
POLH inh = qHTS for Inhibitors of Polymerase Eta | Potency, µM (highest dose often 114 µM), for the others: top-dose activity change, negative = inhibition, usual class: inhibitors | 390,000 tested, 1.2% active | recombinant Pol eta, fluorescent DNA replication assay; also: potency is read from the fitted curve at half-maximal effect; % is scaled to controls: 0 for no effect and ±100 for the full control effect
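Pol eta at 10 nM preincubated with compounds 15 min at room temperature; reaction started with fluorescent substrate (50 nM final) and read kinetically at 0 and 10 min.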
RGS4 inh = Inhibitors of Regulator of G Protein Signaling (RGS) 4: qHTS; Regulator of G-protein signaling 4 (Homo sapiens), P49798; Transcreener GDP fluorescence polarization, RGS4-accelerated GTP hydrolysis; Potency, µM (series often up to 114 µM), without a hit: top-dose activity change, negative = inhibition, actives largely listed as inhibitors; 390,000 tested, 0.039% active; also: potency is read from the fitted curve at half-maximal effect; % is scaled to controls: 0 for no effect and ±100 for the full control effect; nearly all actives have a fitted effect of over 75% in size; some results filed as inactive show a strong effect at the top dose
Target sequence (P49798 whole entry, looked up): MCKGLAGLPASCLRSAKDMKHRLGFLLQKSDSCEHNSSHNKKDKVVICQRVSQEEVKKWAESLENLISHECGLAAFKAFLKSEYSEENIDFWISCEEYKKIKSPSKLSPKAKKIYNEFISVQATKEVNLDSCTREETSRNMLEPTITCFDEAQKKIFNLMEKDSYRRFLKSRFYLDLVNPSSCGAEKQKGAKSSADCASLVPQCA
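MLSMR compounds (23 nl, pin-transferred) preincubated 10 min at room temperature with a 500nM (2x) first reagent, then RGS4 at 900nM (2x) plus Transcreener GDP mix added; fluorescence polarization (620/688 nm) read before and after 90 min at 30 °C.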
Anesthetic bind = qHTS Assay for Identification of Novel General Anesthetics. apoferritin/1-aminoanthracene competitive binding, fluorescence. Potency, µM (series often up to 77.5 µM), for inactives: top-dose activity change, negative = displacement, usual class: inhibitors. 350,000 tested, 0.074% active; also: potency is read from the fitted curve at half-maximal effect; % is scaled to controls: 0 for no effect and ±100 for the full control effect; nearly all actives have a fitted effect of over 20% in size
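Concentration-response curves derived by four-parameter Hill fitting of normalized fluorescence, where compounds displaced 1-AMA from 10 uM horse apoferritin following a brief 10 min room-temperature incubation; propofol titration acted as positive control.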
ERG Ets-DNA blk = qHTS for Small Molecule Inhibitors of the ERG Ets/DNA interaction; Transcriptional regulator ERG (Homo sapiens), P11308; fluorescence polarization, His-ERG Ets domain / labelled DNA; Potency, µM (series often up to 76.9 µM), for inactives: at the highest dose FP activity, negative = inhibition, usual class: inhibitors; 370,000 tested, 0.028% active; AID 624246, 2012; active = well fitted inhibition curve with a large enough effect in the polarisation, with a control signal flat; inconclusive = small, poorly fitted or top-dose-only effect, or effect the other way, or a change in a side signal; inactive = no such curve, though single readings can be large or run the other way; the % refers to the polarisation;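 also: polarization taken with two DNA probes labelled with fluorescein and Texas red; potency is read from the fitted curve at half-maximal effect; % of control where 0% means no effect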
Target sequence (P11308 whole entry, looked up, the tested form may be a part): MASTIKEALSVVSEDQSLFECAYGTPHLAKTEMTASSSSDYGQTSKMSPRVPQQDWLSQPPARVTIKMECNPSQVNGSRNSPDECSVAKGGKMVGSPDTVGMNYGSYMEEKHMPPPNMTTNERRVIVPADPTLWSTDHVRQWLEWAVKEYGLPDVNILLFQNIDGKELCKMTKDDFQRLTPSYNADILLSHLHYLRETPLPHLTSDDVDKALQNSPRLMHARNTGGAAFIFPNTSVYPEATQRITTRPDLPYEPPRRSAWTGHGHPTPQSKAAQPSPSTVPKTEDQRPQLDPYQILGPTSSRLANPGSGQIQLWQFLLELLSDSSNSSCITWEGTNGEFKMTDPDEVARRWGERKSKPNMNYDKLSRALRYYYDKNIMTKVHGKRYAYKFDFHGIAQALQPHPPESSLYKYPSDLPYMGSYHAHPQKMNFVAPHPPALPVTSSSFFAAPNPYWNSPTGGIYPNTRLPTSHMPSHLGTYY
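His-tagged ERG Ets domain (1 uM in the protein solution; 300mM KCl, 50mM Tris-HCl, 1mM EDTA, 1mM DTT, pH 7.5) received compound, then a probe mix of 5 nM fluorescein-DNA and 100nM Texas-615-DNA. Fluorescence polarization was read for both dyes.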
APEX1 inh = qHTS Assay for Inhibitors of the Human Apurinic/apyrimidinic Endonuclease 1 (APE1); DNA repair nuclease/redox regulator APEX1 (Homo sapiens), P27695; recombinant APE1, TAMRA/BHQ-2 abasic DNA cleavage fluorescence; Potency, µM (titrated, usually from 65.8 µM), without a hit: at the highest dose activity change, negative = inhibition, hits mostly inhibitors; 350,000 tested, 0.35% active; AID 2517, 2012;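 also: potency is read from the fitted curve at half-maximal effect; plate controls were vehicle for no effect and reference inhibitor for full effect; nearly all actives have a fitted effect of over 55% in size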
Target sequence (P27695 whole entry, looked up): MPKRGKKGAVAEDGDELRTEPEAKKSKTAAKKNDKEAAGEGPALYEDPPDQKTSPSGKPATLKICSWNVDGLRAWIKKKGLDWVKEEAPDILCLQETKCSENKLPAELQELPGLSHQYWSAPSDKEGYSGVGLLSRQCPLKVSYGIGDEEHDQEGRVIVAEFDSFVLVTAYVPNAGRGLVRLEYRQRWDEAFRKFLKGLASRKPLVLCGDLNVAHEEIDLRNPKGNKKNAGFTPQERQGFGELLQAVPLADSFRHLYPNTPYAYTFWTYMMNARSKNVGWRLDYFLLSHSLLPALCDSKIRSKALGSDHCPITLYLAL
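Measures dequenching upon AP-site incision of a 5'-TAMRA/3'-BHQ-2 THF-containing duplex, 50 nM; human APE1 0.75 nM after 15 min room-temperature exposure to compound; kinetic three-point read at one-minute spacing.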
12-LOX inh = Primary qHTS assay for inhibitors of human arachidonate 12S-lipoxygenase (ALOX12): Round 2. purified 12hLO, xylenol orange hydroperoxide absorbance. Potency, µM (doses to about 108 µM), without a hit: at the highest dose activity change, negative = inhibition, most hits filed as inhibitors. 580,000 tested, 1.1% active. AID 1671190, 2021; also: potency is read from the fitted curve at half-maximal effect; % is scaled to controls: 0 for no effect and ±100 for the full control effect
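Hydroperoxide product was detected by ferrous iron/xylenol orange as the 573 to 405 nm absorbance ratio. Arachidonic acid at 40 uM (final) was turned over for 30 min at room temperature by 150 nM human 12hLO, pH 7.0 Hepes buffer, after 15 min compound preincubation.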
POLB inh = qHTS Assay for Inhibitors of DNA Polymerase Beta; P06746; Pol beta primer extension/strand displacement, fluorescence kinetic; Potency, µM (series often up to 114 µM), inactives show top-dose activity change, negative = inhibition, hits mostly inhibitors; 340,000 tested, 1.3% active; also: potency is read from the fitted curve at half-maximal effect; % is scaled to controls: 0 for no effect and ±100 for the full control effect
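Enzyme-only controls used 10 nM Pol beta; buffer lacking enzyme served as negative control. Compound preincubated 15 min, then 50 nM substrate added; 0 and 10 min reads at room temperature.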
LDHA inh = qHTS assay for inhibitors of human lactate dehydrogenase. L-lactate dehydrogenase A chain (Homo sapiens), P00338. purified LDHA, NADH/diaphorase-resazurin fluorescence; active compounds read low. activity change, % (values are at about 110 or 230 µM). 480,000 tested, 0.15% active. AID 1347041, 2019; in the data active = activity change below about -30%; inconclusive = mostly about -25% to -30%;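 also: plate controls were DMSO wells for no effect and wells without enzyme for full effect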
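Resorufin fluorescence (ex540/em590), read at 0 and 20 min after diaphorase/resazurin addition, reports the NADH left after a 5 min room-temperature reaction of 2 nM human LDH5 with 0.06 mM NADH and 0.2 mM pyruvate.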
* marks the source's active call; other numbers are inactive results; ? = inconclusive; . = no result given; & = joins results of further samples; [ ] = dose if it differs, or a comment. Unless noted, calls follow the shape of the dose curve; as a rule, active = well fitted curve in the direction sought with a large enough effect; inconclusive = small, poorly fitted or top-dose-only effect, or another doubt; inactive = no such curve, though single readings can be large; an effect the other way counts as inactive or inconclusive.

SMILES	Pol kappa inh	POLH inh	RGS4 inh	Anesthetic bind	ERG Ets-DNA blk	APEX1 inh	12-LOX inh	POLB inh	LDHA inh
O=c1cc(-c2ccc(O)cc2)oc2c(-c3c(O)cc(O)c4c(=O)cc(-c5ccc(O)cc5)oc34)c(O)cc(O)c12	?	25µM*	3%	.	1%	22%	26%	.	-1
O=C(NCc1nnnn1-c1ccc(F)c(F)c1)C(=O)c1c[nH]c2ccccc12	-8%	-19%	6%	.	1%	-2%	-4%	.	-4
CCNC(=S)NCc1ccc2c(c1)OCO2	5%	-7%	-9%	-1%	-2%	2%	15%	3%	-1
CC(=O)N(Cc1ccccc1C)c1cccc(C)c1C	3%	-10%	-8%	-21%	33%[activator]	3%	-13%	-3%	-7
CCN(CC)CCCN(CC(=O)N(C)Cc1ccccc1)C(=O)c1ccc([N+](=O)[O-])cc1	-1%	-11%	-14%	-9%	2%	2%	19%	27%	-3
CCSc1nc2c([nH]1)c(=O)n(C)c(=S)n2C	6%	-5%	?	.	0%	.	10µM*	.	-8
CCOC(=O)C1CCN(C(=O)CCNS(=O)(=O)c2ccc(C)cc2)CC1	11%	-14%	-5%	.	2%	33%	41%[activator]	.	-1
CCC(=O)Nc1nc(C)c(-c2csc(Nc3ccc(C(=O)O)cc3)n2)s1	-6%	?	-32%[56.9 µM]	-9%	4%	-2%	-16%	18%	1
O=C(CCCN1CCC(O)(c2ccc(Br)cc2)CC1)c1ccc(F)cc1	10%	-6%	-16%	-10%[29.3 µM]	15%	0%	?	.	-2
COc1ccc(CC(NC(C)=O)C(=O)N2CCN(C(=O)N(C(C)C)C(C)C)CC2)cc1 (centres undefined)	-1%	-16%	-2%	11%	-15%	-2%	-8%	13%	-5
O=C(Cn1c(=O)oc2cccnc21)Nc1ccccc1Oc1ccc(Cl)cc1Cl	5%	-7%	2%	-2%	9%	-4%	.	2%	-4
CCOc1cccc(/C=N/NC(=O)c2cccnc2)c1O	-24%	-7%	-13%	-8%	-11%	19%	1%	4%	6
CCc1ccc(CNC(=O)c2nn(C)c3c2CS(=O)(=O)c2ccccc2-3)cc1	-15%	1%	2%	7%	2%	-2%	-2%	22%	-8
CCOc1ccc(C(=O)N2CCCC(c3nc(-c4ccc(C)o4)no3)C2)cc1 (centres undefined)	-11%	-12%	-8%	-12%	1%	2%	-10%	12%	-6
CC(C)(C)c1ccc(C(=O)NC(=S)NNC(=O)c2cccs2)cc1	-9%	-10%	-35%	-15%	-10%	-5%	40µM*	3%	-3
COc1ccc(NC(=O)CNS(=O)(=O)c2ccc3nc(C)sc3c2)c(OC)c1	-17%	-8%	-20%	-9%	-3%	-4%	48%	-1%	-5
Cc1cc(C)c(NC(=O)CSc2nnc(SCC(=O)Nc3c(C)cc(C)cc3C)n2N)c(C)c1	3%	6%	9%	-17%	-6%	-4%	-6%	-4%	-4
CC(NS(=O)(=O)c1ccccc1)C(N)=O (centres undefined)	-11%	-4%	11%	-5%	-2%	-1%	-21%	25%	-10
Cc1cn(CC(=O)NCCc2ccccn2)c(=O)[nH]c1=O	0%	-11%	-53%	.	-1%	.	1%	.	-3
N#C/C(=C\c1ccc(-c2cc(Cl)ccc2Cl)o1)C(=O)Nc1ccccc1C(=O)O	?	40µM*	-49%	3%	-7%	.	-28%	?	-5
CC(=O)N1CCc2cc(S(=O)(=O)NC(Cc3ccccc3)C(=O)O)ccc21 (centres undefined)	4%	4%	7%	31%[activator]	-9%	50%	-4%	-9%	-3
O=C1CCN(Cc2ccc(Br)cc2)CCN1CCO	6%	-2%	-11%	-3%	-8%	3%	-1%	5%	-5
CC(C)(C)OC(=O)NCc1ccc(CNC(=O)c2ncn(Cc3ccccc3)c2C(=O)NCc2ccc(CNC(=O)OC(C)(C)C)cc2)cc1	13%	-18%	0%	.	13%	-9%	-4%	.	0
O=C(NC(=S)N1CCN(c2nc(-c3ccccc3)cs2)CC1)c1cccnc1	-21%	-12%	-28%	7%	-7%	-3%	29%	0%	-4
Cc1cccc(NC(=S)NNC(=O)c2ccc3c(c2)OCO3)c1	0%	-16%	-29%	-10%	9%	3%	-8%	-6%	-1

Single values from the entries so far.
In 12-LOX inh, CCC(=O)Nc1nc(C)c(-c2csc(Nc3ccc(C(=O)O)cc3)n2)s1 has -16%
In RGS4 inh, CCN(CC)CCCN(CC(=O)N(C)Cc1ccccc1)C(=O)c1ccc([N+](=O)[O-])cc1 has -14%

Other entries.
SMILES	Pol kappa inh	POLH inh	RGS4 inh	Anesthetic bind	ERG Ets-DNA blk	APEX1 inh	12-LOX inh	POLB inh	LDHA inh
Cn1cc(S(=O)(=O)N2CCOCC2)cc1C(=O)Nc1ccc(Cl)cc1	-3%	-17%	29%	-1%	-4%	0%	6%	22%	-13
COc1ccc(N=c2scc(C)n2CCCN2CCCC2=O)cc1	3%	-12%	3%	-10%	?	-1%	0%	-10%	-8
CCC(CC)NC(=O)Cc1ccc(S(=O)(=O)N2CCOCC2)s1	-19%	10µM*	-3%[11.4 µM]	2%	-3%	-9%	0%	?	0
Cc1cc(C)nc(OC(C(=O)O)C(OCc2ccccc2)(c2ccccc2)c2ccccc2)n1 (centres undefined)	-15%	-6%	3%	-7%	1%	7%	?	42%	-7
Cc1ccc(CN2CCC(c3cc(-c4ccc(Cl)cc4)n[nH]3)CC2)cc1	-5%	-15%	11%	-4%	0%	-15%	?	38%	2
COc1cc(C(=O)NCCN=C2NS(=O)(=O)c3ccccc32)cc(OC)c1OC	5%	-13%	-2%	3%	14%	76%[activator]	1%	3%	-2
Cc1cc(C)nc(NC(=O)C2c3ccccc3Oc3ccccc32)n1	6%	-16%	20%	-6%	17%	2%	-8%	2%	-1
Cc1cccc(-n2c(O)c(C=Nc3ccc(O)cc3)c3ccccc3c2=O)n1	-6%	-25%	4%	0%	1%	8%	?	5%	1
CC(C)C[C@@H](CSc1ccccc1)N1CCN(CC(C)C)CCC1=O	7%&-13%	-11%	-4%	-17%	-5%	24%	5%	49%	2
CC(=O)Nc1ccc(C2=NNC(=Nc3cccc(S(=O)(=O)N(C)C)c3)SC2)cc1	-4%	-17%	?	-19%	-5%	-5%	.	8%	3
CC1CN(C(=O)CCS(=O)(=O)c2ccccc2)CC(C)O1 (centres undefined)	-8%	-1%	13%	11%	1%	-5%[12.4 µM]	-2%	10%	-3
Cc1ccc(C2(c3ccccc3)NC(=O)N(CC(=O)N(C)C3CCS(=O)(=O)C3)C2=O)cc1C (centres undefined)	-4%	-12%	0%	.	-10%	14%	9%	.	-2
CC(C)CC(=O)c1c[nH]c(C(=O)N2CCN(Cc3ccccc3)CC2)c1	4%	-5%	-2%	-4%	16%	13%	-1%	36%	-6
COc1cccc(-c2nc(NCCc3c[nH]c4ccc(OC)cc34)c3ccccc3n2)c1	-5%[60.1 µM]	.	.	-5%	.	9%	-19%	.	.
CCOc1ccc(-n2c(CCc3ccccc3)n[nH]c2=S)cc1	-3%	0%	14%	-15%	2%	?	?	-9%	-4
NC(=O)c1ccccc1NS(=O)(=O)c1ccc2c(c1)OCCO2	-3%	-9%	5%	0%	-5%	12%	-3%	10%	0

Among those listed so far, these contain a halogen.
SMILES	Pol kappa inh	POLH inh	RGS4 inh	Anesthetic bind	ERG Ets-DNA blk	APEX1 inh	12-LOX inh	POLB inh	LDHA inh
O=C(NCc1nnnn1-c1ccc(F)c(F)c1)C(=O)c1c[nH]c2ccccc12	-8%	-19%	6%	.	1%	-2%	-4%	.	-4
O=C(CCCN1CCC(O)(c2ccc(Br)cc2)CC1)c1ccc(F)cc1	10%	-6%	-16%	-10%[29.3 µM]	15%	0%	?	.	-2
O=C(Cn1c(=O)oc2cccnc21)Nc1ccccc1Oc1ccc(Cl)cc1Cl	5%	-7%	2%	-2%	9%	-4%	.	2%	-4
N#C/C(=C\c1ccc(-c2cc(Cl)ccc2Cl)o1)C(=O)Nc1ccccc1C(=O)O	?	40µM*	-49%	3%	-7%	.	-28%	?	-5
O=C1CCN(Cc2ccc(Br)cc2)CCN1CCO	6%	-2%	-11%	-3%	-8%	3%	-1%	5%	-5
Cn1cc(S(=O)(=O)N2CCOCC2)cc1C(=O)Nc1ccc(Cl)cc1	-3%	-17%	29%	-1%	-4%	0%	6%	22%	-13
Cc1ccc(CN2CCC(c3cc(-c4ccc(Cl)cc4)n[nH]3)CC2)cc1	-5%	-15%	11%	-4%	0%	-15%	?	38%	2

Some of the compounds tested. The share of hits here may be higher or lower than overall.
